DSG3 Ab inh – inhibitors of pemphigus antibody binding to DSG3, primary screen, biochemical, bead-based, flow cytometry, scFv-GFP. 0.48% of 310,000 active. DSG3-coupled beads, scFv-anti-DSG3-GFP binding; active compounds read low. binding (percent of control), % at 10 µM;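 active = binding more than 3 SD below its plate's average and above zero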;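 note: hits lower antibody fragment binding to DSG3; some compounds called inactive have numbers as strong as hits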
OPRM1-OPRD1 ag – agonists of OPRM1-OPRD1 heterodimerization, primary screen, cell-based, luminescence. Mu-type opioid receptor (Homo sapiens) + Delta-type opioid receptor (Homo sapiens), …. cells. activation, % at 9.3 µM. 0.3% of 340,000 active; in the data active = activation above about 18%;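 note: 0% = vehicle-treated cells and 100% = reference agonist; values of inactives mirror those of a sister screen read the other way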
PKA-R2B act – activators of PKA-R2B holoenzyme, primary screen, biochemical, fluorescence polarization, Cy5-IP20, human | cAMP-dependent protein kinase catalytic subunit beta (Homo sapiens) + cAMP-dependent … | PKA-R2B holoenzyme dissociation; R2B truncated from residue 108, S112A mutant; 0% DMSO only, 100% 113 µM cGMP | activation, % at 11.4 µM | 0.079% of 340,000 active | AID 504700, 2011;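 active = activation above a cutoff set at the mean over all compounds plus 3 SD, cut at about 18% in these data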;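 note: higher means more holoenzyme dissociation and a rise in polarization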
PKA-R1A activ – activators of PKA-R1A holoenzyme, primary screen, biochemical, fluorescence polarization, Cy5-IP20, bovine R1A, mouse PKAc | cAMP-dependent protein kinase type I-alpha regulatory subunit (Bos taurus) + … | PKA-R1A dissociation; scaled: DMSO 0%, 113 µM cGMP 100% | activation, % at 11.4 µM | 0.083% of 340,000 active | AID 504707, 2011;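 active = percent activation above the mean of all tested compounds plus 3 SD, cut at about 19% in these data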;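 note: higher means more PKAc released from R1A so a rise in polarization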
HTR5A inv ag – HTR5A inverse agonists in luminescence cell assay, primary screen, counter-screen for OPRM1-OPRD1 heterodimer inverse agonist project, full-deck HTS; HTR5A cell line, inverse agonism; inhibition, % at 9.3 µM; 0.083% of 340,000 active; AID 504634, 2011; in the data active = inhibition mostly above about 23%, no sharp cut-off; inactive = mostly below about 18%;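 note: 0% = cells with DMSO and 100% = no-cell wells with DMSO; some compounds called inactive have numbers as strong as hits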
Target sequence (P47898 whole entry, looked up): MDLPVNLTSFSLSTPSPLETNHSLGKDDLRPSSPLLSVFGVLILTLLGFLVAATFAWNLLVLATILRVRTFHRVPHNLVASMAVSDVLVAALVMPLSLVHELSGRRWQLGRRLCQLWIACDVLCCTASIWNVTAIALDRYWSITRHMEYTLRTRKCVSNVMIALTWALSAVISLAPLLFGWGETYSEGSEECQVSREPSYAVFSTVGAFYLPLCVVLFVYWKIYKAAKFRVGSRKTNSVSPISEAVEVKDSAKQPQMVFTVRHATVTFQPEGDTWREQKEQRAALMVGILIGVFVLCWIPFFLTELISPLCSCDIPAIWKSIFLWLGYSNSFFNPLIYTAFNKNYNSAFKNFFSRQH
HTR5A ag – HTR5A agonists in luminescence cell assay, primary screen, counter-screen for OPRM1-OPRD1 heterodimer agonist project, full-deck HTS. cell-based. activation, % at 9.3 µM. 0.61% of 340,000 active. AID 504692, 2011; in the data active = activation mostly above about 9.5%, no sharp cut-off; inactive = mostly below about 7.6%;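 note: 0% = cells with vehicle only and 100% = reference agonist; strong numbers were not always called active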
DAGLB inhibitor – DAGLB lipase inhibitors, primary screen, biochemical, fluorescence, HTS; Diacylglycerol lipase-beta (Homo sapiens), Q8NCG7; HEK293T DAGLB membrane lysate, EnzChek fluorogenic substrate; inhibition, % at 5.17 µM; 0.059% of 340,000 active; AID 504411, 2011; in the data active = inhibition above about 34%;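 note: 0% = enzyme with vehicle and 100% = wells lacking enzyme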
Target sequence (Q8NCG7 whole entry, looked up): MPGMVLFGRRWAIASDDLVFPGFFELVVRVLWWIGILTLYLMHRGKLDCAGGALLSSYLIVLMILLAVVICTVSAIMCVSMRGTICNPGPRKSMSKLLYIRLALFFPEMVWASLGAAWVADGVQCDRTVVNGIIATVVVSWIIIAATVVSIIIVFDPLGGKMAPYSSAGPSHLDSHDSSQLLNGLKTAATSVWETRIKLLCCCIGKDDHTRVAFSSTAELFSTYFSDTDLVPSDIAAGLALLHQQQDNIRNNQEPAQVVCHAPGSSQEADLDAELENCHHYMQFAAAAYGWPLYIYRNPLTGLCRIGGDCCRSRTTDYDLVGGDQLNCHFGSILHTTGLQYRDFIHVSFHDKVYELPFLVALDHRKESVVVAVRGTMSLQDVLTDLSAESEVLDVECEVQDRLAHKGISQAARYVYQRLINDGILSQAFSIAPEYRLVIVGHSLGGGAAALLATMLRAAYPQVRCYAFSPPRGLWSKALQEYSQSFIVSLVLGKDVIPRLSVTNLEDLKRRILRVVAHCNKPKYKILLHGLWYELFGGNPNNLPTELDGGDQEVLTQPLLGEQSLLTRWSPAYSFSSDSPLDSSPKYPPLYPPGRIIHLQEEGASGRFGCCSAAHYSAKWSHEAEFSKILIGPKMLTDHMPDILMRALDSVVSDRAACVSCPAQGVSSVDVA
V-ATPase pH – regulators of yeast V-ATPase proton pumping, primary screen, pHLuorin cytosolic pH fluorescence | S. cerevisiae | response, % at 10 µM | 0.37% of 350,000 active | AID 504577, 2011; in the data active = response mostly above about 7.3%, no sharp cut-off; inactive = mostly below about 5.4%; note: actives read high; inactives centre near 0; some compounds called inactive have numbers as strong as hits; reference of the scale not given here
Arr AP2 block – inhibitors of beta-arrestin/AP2 binding, primary screen, biochemical, GPCR trafficking, flow cytometry | inhibition, % at 10 µM | AID 504490, 2011 | 0.31% of 340,000 active | beta-arrestin 1 C-terminal peptide binding to AP2 beta2-adaptin appendage (human) | FITC-arrestin peptide / GST-AP2 beads; AP2 beta2 appendage carries R879A mutation;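 active = inhibition above a set limit, near 3 SD of compounds lacking own fluorescence, cut at about 54% in these data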;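 note: plate controls were DMSO wells for no effect and 5 µM unlabelled arrestin peptide for full effect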
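System: GST-tagged AP2 beta2-adaptin appendage (R879A) on 4 µm glutathione beads / Reagent: FITC-arrestin peptide, 50 nM / Detection: HyperCyt-sampled flow cytometry, FL1 channel, ex 488/em 535 nm / Timing: 12 min plus 1 h, RT / Buffer or medium: PBS plus Tween 20 (0.05%) and BSA (0.1%)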
MOR-DOR inv ag – inverse agonists of MOR-DOR heterodimerization, primary screen, cell-based, luminescence; 0.21% of 340,000 active; cell-based MOR-DOR heterodimer luminescence, inverse agonism; Mu-type opioid receptor (Homo sapiens) + Delta-type opioid receptor (Homo sapiens), …; inhibition, % at 9.3 µM; in the data active = inhibition above about 22%, passing the limit was not always enough;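 note: 0% = cells with DMSO and 100% = wells without cells with DMSO; values of inactives mirror those of a sister screen read the other way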
An asterisk follows results filed as active; · = not tested or not shown.

SMILES	DSG3 Ab inh	OPRM1-OPRD1 ag	PKA-R2B act	PKA-R1A activ	HTR5A inv ag	HTR5A ag	DAGLB inhibitor	V-ATPase pH	Arr AP2 block	MOR-DOR inv ag
CCCc1cc(=O)[nH]c(SCC(=O)N(CC)C2CCS(=O)(=O)C2)n1 (stereo unspecified)	82.0	-2.2	-2.0	-9.9	-8.4	3.3	0.9	1.1	-8.0	12.4
CN(C(=O)COC(=O)C1CCN(S(=O)(=O)c2ccc3c(c2)OCCO3)CC1)C1CCCCC1	104.3	-0.9	-1.3	-7.3	-5.3	4.0	-3.3	-4.0	1.5	6.0
O=C(CSC1=NCCN1)NC1CCCCCC1	94.3	-2.0	5.0	-8.3	-10.5	3.0	-1.1	1.2	11.6	11.0
Cc1cccc(C(=O)Nc2cccc(C(=O)NC3CCCC3)c2)c1	102.2	-4.2	-5.9	9.7	-16.0	0.1	0.1	0.7	15.8	21.6
S=c1[nH]nc(CSc2nc3ccccc3s2)n1Cc1ccccc1	·	0.6	11.8	9.3	13.4	1.4	5.2	-1.7	16.4	-3.5
Cc1nnc(SC(C)C(=O)NCC2CCCO2)n1-c1ccccc1 (stereo unspecified)	·	-1.2	17.3	-4.6	-5.8	-3.4	-0.9	2.6	7.7	6.3
COc1cc(NC(=O)C2CC(=O)NC3=C2C(=O)CCC3)c(OC)cc1Cl (stereo unspecified)	108.7	0.4	2.9	2.3	6.5	0.9	-0.9	0.3	-1.5	-2.3
COC1OC2COC(c3ccccc3)OC2C(O)C1NC(=O)c1ccccc1 (stereo unspecified)	·	-2.9	-1.8	3.9	-15.6	4.1	1.0	-0.5	-14.3	13.9
O=C(O)c1ccccc1C(=O)NCCCCCCNC(=O)c1ccccc1C(=O)O	96.3	-2.7	3.3	-9.7	6.7	-1.7	-3.4	-0.5	20.3	13.6
COCCNC(=O)c1onc(CSc2cccc(OC)c2)c1C(=O)NCCOC	93.5	-2.1	-4.3	-12.7	-17.4	0.5	1.1	-0.6	-1.1	12.1
COC(=O)c1cccc(S(=O)(=O)N2CCC(NC(=O)Nc3cccc(F)c3)CC2)c1	91.6	-1.8	-5.2	-1.5	2.6	-1.0	-5.0	-4.2	40.9	9.4
CC(NC(=O)CNC(=O)c1cccc(Cl)c1)c1ccccc1 (stereo unspecified)	100.2	1.1	1.8	0.0	-25.8	7.1	-3.0	-4.2	-2.3	-5.6
CCCCn1c(N)c(N(CC(C)C)C(=O)C2CC(=O)N(c3ccc(CC)cc3)C2)c(=O)[nH]c1=O (stereo unspecified)	104.9	1.1	-3.5	-8.0	13.0	-0.6	-0.2	5.1	23.1	-7.3
COc1ccc(CC(=O)OCc2csc(CC(=O)Nc3ccc(C)cc3)n2)cc1	92.5	0.0	8.1	9.7	4.8	-1.4	-4.6	9.1	-10.4	0.0
COc1cc(NC(=O)c2sc(C)nc2C)c(OC)cc1NC(=O)c1ccccc1	102.8	2.2	-0.5	2.2	-23.1	6.2	0.9	-2.7	27.7	-11.1
C[C@@H]1CN(S(=O)C(C)(C)C)[C@@H](CCO)/C1=C\c1ccccc1 (stereo partly specified)	97.4	-2.1	-9.1	-0.5	5.6	-1.6	-1.2	0.4	10.2	10.0
CCc1ccccc1NC(=S)NCC1CCN(c2ccc(OC)cc2)C1 (stereo unspecified)	100.0	0.4	-8.5	6.4	-23.7	1.3	3.1	-7.7	-2.4	-2.0
Cn1cc(Cl)c(C(=O)OCC(=O)Nc2cccc(Cl)c2)n1	101.4	-3.4	-8.1	0.2	3.6	-1.3	-0.3	0.9	0.4	18.1
CN(CC(=O)Nc1ccccc1Br)C(=O)c1ccncc1	117.5	-3.3	3.8	-12.0	14.3	-6.0	-0.6	-3.9	6.2	16.8
O=C(Nc1ccc2nc(-c3ccccn3)[nH]c2c1)C1CCCCC1	·	-1.1	-9.7	-9.1	-5.5	-3.8	2.5	-1.4	-0.4	6.7
CC1(c2ccc3ccccc3c2)NC(=O)N(CC(=O)N2CCN(Cc3ccc(C#N)cc3)CC2)C1=O (stereo unspecified)	107.8	6.6	-4.3	-6.9	-16.8	4.8	-5.7	2.2	11.9	-43.1
N#Cc1ncc(C(F)(F)F)cc1Sc1ccccc1N	103.8	1.2	-2.6	-18.7	11.3	2.7	-1.1	-0.4	2.7	-5.2
Cc1c(Br)ccc(NC(=O)COc2ccccc2C(N)=O)c1C	101.7	-1.5	3.5	-2.5	-2.5	1.0	4.9	0.3	17.4	7.1
COc1ccc(CNC(=O)c2cc(-c3ccccc3O)n[nH]2)cc1	105.1	-2.4	2.7	-3.6	1.9	-3.8	0.5	1.5	18.7	13.7
Cc1cn(C2CCCCO2)c(=O)[nH]c1=O (stereo unspecified)	94.2	-1.9	-5.2	-2.5	4.7	-1.2	-4.2	-2.1	-11.4	8.2
Cc1cc(C)nc(NC2=N[C@@H]3CCCC[C@H]3N2C(=O)Nc2cc(Cl)cc(Cl)c2)n1	90.7	-2.9	-0.7	-8.1	-4.4	2.7	-0.6	2.1	4.1	15.0
COc1ccc(NC(=O)c2ccco2)cc1NC(=O)c1cccc(F)c1	·	0.8	-7.3	2.9	-14.8	5.2	-1.5	-1.9	24.6	-5.4
COc1cccc(OCCCCN2CCCCC2)c1	96.7	-2.0	-3.9	-10.7	10.3	-0.2	1.0	1.0	18.6	10.7
CCN1CCN(CCC(=O)Nc2ccccc2)CC1	119.4	-2.1	1.9	1.1	-1.4	0.4	-2.9	3.6	1.4	10.0
COC(=O)C1=C(C)n2cnnc2NC1c1ccc(Cl)cc1 (stereo unspecified)	113.2	-2.8	-0.2	0.5	7.8	-3.0	-3.4	-2.1	8.2	13.8
CCNC(=O)NC(=O)CSc1ccc2ccccc2c1	104.8	-0.8	0.8	-4.0	3.4	-1.3	-0.8	-2.1	44.4	4.7
COc1ccccc1NC(=O)Cn1nc(-c2ccc(Cl)cc2)c2ccccc2c1=O	98.4	6.8	1.9	-8.4	-17.3	-0.5	0.4	-2.3	-0.6	-34.1
Cc1[nH]c2ccc(C(=O)NCC(C)(C)N3CCOCC3)cc2c1C	98.7	-0.7	-11.7	-9.0	-15.4	5.9	1.4	0.4	-7.1	4.1
CCCCC(=O)Nc1ccc(C(=O)Nc2ccc(S(=O)(=O)Nc3ccc(C)cc3)cc2)cc1	105.2	-1.5	1.0	-1.4	23.2	-8.7	3.1	0.1	-7.1	8.9
CCOc1ccccc1NC(=O)/C(C#N)=C/c1c(C)nn(-c2ccccc2)c1Cl	128.5	2.2	-2.0	10.3	-36.4	0.9	-2.0	-1.6	21.2	-11.9
COCCN1C(=O)N[C@@H](c2ccccc2)[C@H](C(C)=O)[C@H]1C	98.1	-0.3	3.4	2.8	-12.1	-0.2	-0.7	-1.9	-1.7	1.7
CC(C)c1nnc(N2C(=O)C(O)=C(C(=O)c3cccs3)C2c2ccccc2)s1 (stereo unspecified)	161.2	-1.1	-6.1	1.8	-5.8	1.6	-2.0	-1.6	5.5	8.0
COC(=O)c1[nH]c2ccccc2c1NC(=O)CN1CCCCCC1	101.5	-1.0	-9.2	-0.9	-16.0	5.1	-5.5	-1.5	-10.5	5.9
CCC1CCCCN1Cc1ccc(OC)c(C)c1C (stereo unspecified)	101.3	0.9	0.9	-5.8	-15.8	6.8	-0.4	1.4	-5.9	-5.3
CC(O)C(=O)N/N=C/c1ccccc1C(=O)O (stereo unspecified)	106.6	-2.1	7.0	7.8	42.1	-0.5	1.8	0.6	9.7	10.6
OC[C@H]1O[C@H](OCCc2ccc(O)cc2)[C@H](O)[C@@H](O)[C@@H]1O	100.4	3.0	-12.2	0.6	-2.2	0.8	-3.7	-1.1	-2.1	-17.1
O=C(N/N=C1/CC2CCC1C2)c1cc2ccccc2cc1O (stereo unspecified)	109.2	0.2	-15.0	-5.7	6.1	1.5	-6.4	-2.3	-12.6	-1.2
O=C(NC1CCCC1)C(c1ccc(Cl)cc1)N1CCc2ccccc21 (stereo unspecified)	95.9	-3.8	-8.9	-5.8	-11.1	4.0	-0.2	-2.0	3.8	19.8
COC(=O)CCCC1=CC2=C(c3ccccc3)C(=O)C(C)(OC(=O)C3CCCC3)C(=O)C2=CN1CC1CC1 (stereo unspecified)	107.2	2.6	7.3	-6.0	-8.2	7.3	1.9	1.6	26.4	-15.0
CN(C)c1ccc(C(=O)OCC(=O)NCCCc2ccccc2)cc1	103.2	-2.6	-10.3	-3.4	2.3	-0.6	-5.2	-0.1	35.1	12.1
Cc1cc(Cl)ccc1N(CC(=O)N(C)Cc1ccccc1)S(C)(=O)=O	100.6	·	-2.5	4.2	·	·	2.9	-1.3	·	·
O=C(CSc1ccccc1)N1CCC(N2CCC(C(=O)N3CCCC3)CC2)CC1	107.1	-3.0	4.8	-5.7	-4.0	1.4	-0.3	-0.1	4.5	13.9
Cc1ccc(NC(=O)c2cccc(S(=O)(=O)N3CCc4ccccc4C3)c2)nc1	100.8	0.6	3.3	-4.3	13.6	-4.5	-1.9	0.9	24.9	-3.6
Cc1oc2cc3c(C(=O)N4CCCCC4)c(C)oc3cc2c1C(=O)N1CCCCC1	99.7	1.4	1.2	-5.1	-11.4	4.9	-1.0	1.1	-7.7	-8.1
COc1ccccc1NC(=O)CSc1ccc(-c2ccco2)nn1	106.0	-2.6	-2.3	0.6	4.2	3.4	-0.2	-2.9	-8.7	14.2
CC(C)C(c1nnnn1C1CCCC1)N1c2ccccc2CC1C (stereo unspecified)	·	-0.8	-6.2	-10.7	-17.3	-0.8	-1.7	-2.1	-2.1	3.9

An excerpt from above, reduced to DSG3 Ab inh, DAGLB inhibitor and V-ATPase pH.
| SMILES | DSG3 Ab inh | DAGLB inhibitor | V-ATPase pH |
| --- | --- | --- | --- |
| O=C(N/N=C1/CC2CCC1C2)c1cc2ccccc2cc1O (stereo unspecified) | 109.2 | -6.4 | -2.3 |
| CC(C)C(c1nnnn1C1CCCC1)N1c2ccccc2CC1C (stereo unspecified) | · | -1.7 | -2.1 |
| COc1ccccc1NC(=O)CSc1ccc(-c2ccco2)nn1 | 106.0 | -0.2 | -2.9 |

Compounds were not picked by outcome, and some 2.4% of all compounds hit somewhere here.
